Screens as filed in PubChem BioAssay.
M5 PAM: potentiates acetylcholine response at human M5 receptor; CHO-K1 hM5, Fluo-8 calcium, ACh EC20 PAM; 0% = ACh EC20, 100% = ACh EC100; activation, % at 3 µM; AID 624038; P08912; 360,000 compounds, 0.3% hits;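 active = activation above the run cutoff, the mean activation of all test compounds plus 3 SD, cut at about 18% in these data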
Target sequence (P08912 whole entry, looked up): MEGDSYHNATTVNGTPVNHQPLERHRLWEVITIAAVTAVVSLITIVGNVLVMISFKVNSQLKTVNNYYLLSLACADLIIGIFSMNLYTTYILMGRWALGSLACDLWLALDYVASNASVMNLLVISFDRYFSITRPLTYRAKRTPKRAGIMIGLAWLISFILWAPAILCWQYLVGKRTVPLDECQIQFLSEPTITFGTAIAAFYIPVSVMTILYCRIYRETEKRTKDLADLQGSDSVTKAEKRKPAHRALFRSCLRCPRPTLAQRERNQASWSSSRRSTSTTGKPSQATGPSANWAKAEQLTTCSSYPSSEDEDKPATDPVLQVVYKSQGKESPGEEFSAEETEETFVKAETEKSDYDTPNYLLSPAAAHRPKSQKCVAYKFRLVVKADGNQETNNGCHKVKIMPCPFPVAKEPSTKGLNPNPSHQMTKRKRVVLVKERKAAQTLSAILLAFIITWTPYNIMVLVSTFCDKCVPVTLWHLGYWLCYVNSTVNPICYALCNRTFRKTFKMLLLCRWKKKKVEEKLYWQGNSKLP
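system = human M5 receptor in CHO-K1 cells | reagent = EC20 acetylcholine as agonist stimulus | compound dosing = single-point, 3 µM nominal | incubation = Fluo-8 loading 80 min at 37 °C plus 30 min room temperature | detection = Fluo-8 calcium dye fluorescence, kinetic read | benchmarks = low control EC20 acetylcholine (0%), high control EC100 acetylcholine (100%)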
CHRM4 PAM: positive allosteric modulators of human muscarinic M4 receptor; CHO-K1 hM4/Gqi5, Fluo-8 calcium fluorescence, ACh EC20; 0% = ACh EC20, 100% = maximal ACh; activation, % at 3 µM; 360,000 compounds, 0.4% hits; AID 624126;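 active = activation above its plate's cutoff, the mean activation of sample wells plus 3 SD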; also: some results filed as inactive read as strong as hits
Target sequence (P08173 whole entry, looked up): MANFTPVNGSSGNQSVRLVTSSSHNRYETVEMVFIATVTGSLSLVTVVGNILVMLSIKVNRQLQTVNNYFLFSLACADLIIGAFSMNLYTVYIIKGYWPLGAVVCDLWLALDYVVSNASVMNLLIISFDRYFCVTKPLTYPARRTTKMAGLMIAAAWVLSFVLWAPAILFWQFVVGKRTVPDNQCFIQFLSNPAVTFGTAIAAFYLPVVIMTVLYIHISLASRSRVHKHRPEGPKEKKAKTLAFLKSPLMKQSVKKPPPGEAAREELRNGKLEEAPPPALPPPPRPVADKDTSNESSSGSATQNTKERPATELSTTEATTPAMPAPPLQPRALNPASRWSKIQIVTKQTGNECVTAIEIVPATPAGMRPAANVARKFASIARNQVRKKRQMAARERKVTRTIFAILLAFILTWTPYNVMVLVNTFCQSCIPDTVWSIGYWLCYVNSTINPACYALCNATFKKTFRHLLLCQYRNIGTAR
CHRM5 antagonist: CHRM5 antagonism in calcium assay. P08912. CHO-hM5 cells, Fluo-8 calcium fluorescence, ACh EC80. inhibition, % at 3 µM. 360,000 compounds, 0.59% hits;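 active = inhibition above a per-plate cutoff, the mean of that plate's test compounds plus 3 SD, cut at about 27% in these data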;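 also: 0% = acetylcholine EC80 with DMSO and 100% = DMSO without agonist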
CHRM5 agonist: CHRM5 agonism in calcium assay | AID 624037 | 360,000 compounds, 0.19% hits | CHO-K1 hM5 cells, Fluo-8 calcium fluorescence; 0% DMSO wells, 100% maximal acetylcholine response | activation, % at 3 µM | P08912;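 active = activation above the run's mean over test compounds plus 3 SD, cut at about 23% in these data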;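 also: signal is peak over basal fluorescence ratio across the kinetic read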
CHRM4 agonist: CHRM4 agonism in calcium assay; P08173; CHO-K1 hM4/Gqi5, Fluo-8 calcium fluorescence; vehicle 0%, full acetylcholine response 100%; activation, % at 3 µM; 360,000 compounds, 0.14% hits; AID 624127;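 active = activation above the run mean over all test wells plus 3 SD, cut at about 32% in these data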;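 also: peak over basal fluorescence ratio per well then scaled between controls; 0% = DMSO wells and 100% = acetylcholine at EC100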
CRFBP-R2 block: antagonists of CRF-binding protein/CRF-R2 receptor complex; AID 588475; 350,000 compounds, 0.59% hits; inhibition, % at 11.8 µM; HEK293 CRF-R2/CRF-BP, CRF-induced calcium fluorescence;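 active = inhibition of the ligand-induced calcium signal above about 50% at the single tested concentration, limit read from the data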
CHRM4 antagonist: blocks acetylcholine activation of human M4 receptor | P08173 | CHO-hM4 cells, ACh EC80, Fluo-8 calcium fluorescence | inhibition, % at 3 µM | 360,000 compounds, 0.73% hits | AID 624125;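 active = inhibition above its plate's cutoff, the mean inhibition of sample wells plus 3 SD, cut at about 27% in these data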;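 also: 0% = acetylcholine EC80 with DMSO and 100% = DMSO without agonist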
CRFBP-R2 agonist: agonists of human CRF-binding protein/CRF-R2 receptor complex. HEK293 CRF-R2/CRF-BP, calcium dye fluorescence (FLIPR); percent of saturating CRF peptide response. activation, % at 13.2 µM. 350,000 compounds, 0.46% hits. AID 588473;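 active = activation of at least 50%, plus an integration ratio under a set limit after plate pattern correction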;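 also: plate controls were neutral control wells without compound for no effect and CRF at EC100 for full effect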
IDE cell inh: cellular human IDE inhibition; P14735; HEK cells, FAbetaB cleavage, fluorescence polarization; inhibition, % at 5.59 µM; 320,000 compounds, 0.41% hits; AID 434962;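 active = percent inhibition above the average of all tested compounds plus 3 SD, set per screening campaign, cut at about 16% in these data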;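 also: IDE supplied by intact live HEK cells; FP after avidin binding of uncleaved biotin substrate so inhibition keeps polarization high; 0% = DMSO wells and 100% = 60 µM reference IDE inhibitor Ii1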
The depositor's hits bear a star; / = no result given.

The line under a structure holds: CRFBP-R2 block	CHRM5 agonist	CHRM4 PAM	CHRM5 antagonist	IDE cell inh	M5 PAM	CRFBP-R2 agonist	CHRM4 agonist	CHRM4 antagonist
Cc1ccc2[nH]c3c(=O)n(CC(=O)N4CC(C)CC(C)C4)ncc3c2c1 (stereo unspecified)
    3.5	-3.0	-4.1	16.2	-0.7	-5.3	-0.9	2.4	-3.4
Nc1c(C(=O)NCc2ccc3c(c2)OCO3)nnn1Cc1ccc(Br)cc1
    -16.8	30.1*	0.9	5.3	0.6	6.6	1.1	29.9	17.0
CCCCCOC(=O)Cc1c(O)c2ccccc2[nH]c1=O
    -1.0	-2.7	10.6	0.7	0.6	1.9	-0.2	1.2	0.3
CCCc1nnc(NC(=O)Cn2c(=O)oc3ccccc32)s1
    -7.3	4.9	3.9	6.2	1.5	5.8	2.0	2.3	8.2
COc1cccc2c(=S)c(CCC(C)=O)c(C)[nH]c12
    16.8	-0.3	-1.1	9.1	5.1	-1.1	-2.6	1.1	-6.3
Cc1sc(NC(=O)C2=COCCO2)nc1-c1ccc(Cl)cc1
    -3.6	2.7	8.1	0.9	2.6	3.9	-2.1	-1.1	-8.5
Cn1c(Cn2nnc3ccccc32)nnc1SCC(=O)Nc1ccc2c(c1)OCO2
    2.3	1.6	-4.8	-1.2	4.7	-3.5	-1.2	1.9	-4.7
COc1ccc(S(=O)(=O)NCC(=O)NCc2cc(=O)n(C)c(=O)n2C)cc1C
    11.1	0.9	5.1	-1.3	3.1	2.5	-0.9	0.7	-15.0
COC(=O)Cn1c(=O)n(CCc2ccccc2)c(=O)c2c3c(sc21)CCCC3
    35.5	-7.9	-31.7	21.6	4.1	-15.5	0.2	-2.5	29.5*
COc1ccc(C(=O)CN2C(=O)c3ccccc3S2(=O)=O)cc1
    2.0	-2.0	-5.9	-5.4	1.4	4.5	-0.8	2.8	-4.3
COc1cccc(NC(=O)CN2C(=O)NC(C)(CCC(C)C)C2=O)c1 (stereo unspecified)
    19.3	1.3	-5.6	-2.1	6.8	-3.8	-1.2	1.6	-1.3
CC(=O)c1ccc(S(=O)(=O)N2CCN(C(=O)CSc3ccc(F)cc3)CC2)cc1
    12.3	-4.1	-2.7	0.8	-1.9	-3.5	-1.0	2.8	7.6
COc1ccc(CNS(=O)(=O)c2ccc3c(c2)CCN3C(=O)C2CCC2)cc1
    9.0	1.3	-1.8	2.6	-1.9	-5.9	-0.8	8.2	2.4
O=C(NC1CC1)c1ccc2sc([C@H]3C[C@H](O)[C@@H](CO)O3)nc2c1
    /	1.0	7.0	-0.8	/	1.5	/	1.6	-3.9
CCOC(=O)Cc1csc(CC(N)=O)n1
    7.1	-4.2	14.0	-7.0	7.0	6.2	-2.4	1.1	-9.4
CCOC(=O)[C@]12CCC=C1N(Cc1cccc3ccccc13)C(=O)[C@H](CC(=O)NCc1cccc(C(F)(F)F)c1)C2
    /	0.8	3.3	-9.3	/	1.6	/	1.3	-12.5
CNC1(C(N)=O)CCNCC1
    -1.2	-0.8	0.2	-7.2	2.2	8.0	-1.5	0.9	0.8
C=CCSCC1Nc2cc(Cl)c(S(N)(=O)=O)cc2S(=O)(=O)N1 (stereo unspecified)
    -17.1	0.1	-4.1	-7.8	1.7	-2.7	-0.2	0.8	-10.4
CCCOC(=O)c1ccc(NS(=O)(=O)c2cccs2)cc1
    -12.1	-10.4	-3.0	9.2	0.0	-2.5	-1.3	0.9	-1.4
O=C(COc1ccc(-c2nnco2)cc1)Nc1c(Cl)cccc1C(F)(F)F
    13.0	4.8	2.1	3.2	-1.8	4.8	-0.8	3.1	-6.6
COc1cc(CNc2ccc(N3CCOCC3)cc2)ccc1OCC(=O)NC(C)(C)C
    -7.1	0.7	-8.5	24.5	-1.3	-11.5	-0.5	14.8	10.4
CN(C)c1ccc(/C=N/N=C/c2ccccc2O)cc1
    21.3	-0.5	2.4	5.5	1.1	-2.0	19.5	0.5	-5.5
Cc1ccccc1C(=O)N1CCN(c2ccc([N+](=O)[O-])c(NCc3cccnc3)c2)CC1
    13.1	-1.2	-9.5	4.8	-7.8	-9.6	-0.5	11.3	-7.2
Cc1cc(C)n2nc(C(=O)OCC(=O)N(CC(C)C)C3CCS(=O)(=O)C3)nc2n1 (stereo unspecified)
    -1.1	-2.2	-0.5	15.7	1.9	6.5	-2.3	0.2	-0.5
CCOc1ccc2nc(NC(=O)Cn3c(C)csc3=O)sc2c1
    -16.6	1.3	0.5	10.9	/	2.7	0.6	2.3	-0.1
CC(=O)Nc1c(C(=O)N2CCCCCC2)cnn1-c1ccccc1Cl
    -9.0	-1.7	0.8	-2.6	0.8	4.7	0.3	0.6	-0.3
COc1ccccc1N1CCN(CC(O)COc2c(OC)cccc2OC)CC1 (stereo unspecified)
    -26.0	-4.7	-7.0	3.2	4.8	-4.8	-0.8	1.7	2.6
CCN(CC)c1nc(Nc2ccc(Cl)cc2)nc(OCC#N)n1
    -28.2	-7.0	4.5	2.8	-0.5	-8.6	3.0	-1.9	-6.0
CC(=O)c1cccc(NC(=O)N2CCCC2C(=O)Nc2c(C)cccc2C)c1 (stereo unspecified)
    -9.6	-1.6	4.1	12.0	-0.9	-5.7	-0.2	2.8	-1.3
Cn1cnnc1SCCNS(=O)(=O)c1ccccc1
    -0.3	0.1	1.6	-3.2	-0.1	-2.6	0.4	0.3	-3.2

(continued)
The line under a structure holds: CRFBP-R2 block	CHRM5 agonist	CHRM4 PAM	CHRM5 antagonist	IDE cell inh	M5 PAM	CRFBP-R2 agonist	CHRM4 agonist	CHRM4 antagonist
COc1ccc(/C=C/C(=O)NCC2COc3ccccc3O2)c(OC)c1 (stereo unspecified)
    4.5	-1.3	-5.2	10.7	0.5	4.7	-7.5	1.4	1.5
O=C(CC[C@H]1O[C@@H](n2ccc(=O)[nH]c2=O)[C@H](O)[C@@H]1O)N1CCN(c2ccccn2)CC1
    /	3.4	20.8*	-5.8	/	6.8	/	1.3	-16.0
C[C@@H]1CCCCO[C@@H](CN(C)C(=O)CCC(F)(F)F)[C@@H](C)CN([C@H](C)CO)C(=O)c2cc(N(C)C)ccc2O1
    19.2	-0.3	-5.2	3.8	/	-3.5	0.6	-0.2	3.0
O=C(NCc1ccc(Cl)cc1)C1C2C=CC3(CN(Cc4cccnc4)C(=O)C13)O2 (stereo unspecified)
    -5.0	-1.8	3.9	-11.4	1.8	8.3	0.3	1.1	-11.9
O=C1OC(c2ccc3ccccc3c2O)(c2ccc3ccccc3c2O)c2ccccc21
    -7.5	2.7	14.6	5.8	/	4.4	9.3	0.0	-11.1
COC(=O)c1cccc(NC(=O)C2COc3ccccc3O2)c1C (stereo unspecified)
    -15.8	-4.6	0.4	0.9	-1.2	-8.1	-1.2	2.3	-1.7
Cc1nn(-c2ccc(N3CCCCC3)nn2)c(C)c1CCC(=O)Nc1ccccc1F
    5.3	1.0	-5.8	5.1	4.4	-8.1	-1.8	8.7	-1.8
CCN(CC)C(=O)C1=C(C)N(Cc2ccc(F)cc2)C(=O)C(CC(=O)NC2CCCCC2)C1 (stereo unspecified)
    -10.1	1.6	-1.1	-5.9	/	0.4	-0.4	-0.1	-20.9
COc1cccc(-c2ccc(NC(=O)C3CCCN(Cc4cnc(C)s4)C3)cc2)c1 (stereo unspecified)
    -1.1	-1.2	-5.7	-0.5	8.4	-1.1	2.5	13.1	4.1
CC(C)(C)OC(=O)NCc1ccc(CNC(=O)c2[nH]cnc2C(=O)Nc2ccccc2F)cc1
    -2.3	1.1	3.7	-10.4	/	0.9	2.8	4.0	-11.8
CC(C)C[C@@H](CN)NC(=O)c1nc[nH]c1C(=O)N[C@@H](C)C(=O)CNC[C@H](C)NC(=O)c1nc[nH]c1C(=O)N[C@@H](C)C(=O)O
    11.4	1.6	0.9	0.8	/	3.4	6.6	-0.2	-0.6
CC(Sc1ncccn1)C(=O)N1CCc2ccccc21 (stereo unspecified)
    -0.2	-5.4	6.0	4.0	/	4.6	0.4	0.5	-6.4
Cc1nc(N)nc(Cl)c1CCC1OCCO1
    32.9	3.5	11.3	6.2	/	3.8	-4.0	-0.5	5.0
O=C(CCSc1ccccc1Cl)NNC(=O)c1ccncc1
    -8.9	2.3	5.8	-2.4	4.7	6.5	1.1	1.6	-19.2
O=C(Nc1c(C(=O)N2CCOCC2)cnn1-c1ccccc1)c1cccc(F)c1
    -9.1	-4.2	5.5	-7.5	7.4	2.6	-0.7	0.6	-8.6
O=C(Cn1c(S(=O)(=O)Cc2ccccc2)nc2ccccc21)N1CCCCC1
    -47.9	1.7	5.6	0.3	0.0	-3.0	13.6	8.7	-11.7
Fc1ccc2[nH]c3c(NCc4ccccc4)ncnc3c2c1
    13.1	9.7	-10.3	36.6*	88.1*	-16.1	18.4	23.3	8.8
CCOC(=O)C1(C)CCCN(C(=O)c2cc(C)on2)C1 (stereo unspecified)
    /	0.3	6.9	-2.2	/	-0.9	/	0.7	-10.6
Cc1cccc(NC(=O)c2cc3c(s2)-c2c(C)cccc2OC3)n1
    -1.4	3.7	2.1	3.4	1.9	2.9	-0.3	1.4	4.2
Cc1csc(NC(=O)C2C3C=CC(O3)C2C(=O)O)n1 (stereo unspecified)
    10.5	0.6	4.4	0.4	3.7	0.6	-2.3	0.1	-0.8
COc1ccc(C(=O)CN2C(=O)NC3(CCc4ccccc43)C2=O)c(OC)c1 (stereo unspecified)
    -12.8	4.2	22.9*	3.1	2.2	7.3	-0.1	2.7	-8.0
O=C(Cn1nc(Cc2cccnc2)c2ccccc2c1=O)Nc1cc(F)ccc1F
    -3.1	1.4	-1.4	1.2	-2.5	3.3	-8.0	0.1	-1.5
COCc1cc(C)nc2sc(C(=O)Nc3ccccc3OC)c(N)c12
    -3.6	-1.6	-2.6	3.0	-1.6	2.6	-0.1	0.3	-7.0
Cc1ccc(NS(=O)(=O)c2cccc(C(=O)NCC(c3cccs3)N(C)C)c2)cc1 (stereo unspecified)
    -34.7	-6.0	-20.7	19.1	3.1	-24.6	1.7	27.4	12.3
CCOc1ccc(N(CC(=O)NCCSCc2ccccc2Cl)S(C)(=O)=O)cc1
    -0.6	-4.9	-4.2	9.6	/	-6.7	-2.6	0.1	3.8
Cc1cc([N+](=O)[O-])cc2c1NCC1CC=CC21 (stereo unspecified)
    9.4	-9.2	-1.1	-10.4	3.3	3.5	-1.4	-1.2	-7.3
N#Cc1cc([N+](=O)[O-])ccc1NC(=O)CSc1n[nH]c(=O)[nH]c1=O
    2.1	2.3	10.8	-5.8	16.0	12.3	1.0	1.4	-3.2
CC(=O)NC12CC3CC(CC(CC(=O)O)(C3)C1)C2
    -34.7	-2.6	8.6	2.9	4.6	0.0	3.5	-0.7	-2.5
CC(=O)Nc1cccc(NC(=O)CSc2ncc(C(=O)Nc3ccc(F)cc3)c(=O)n2C)c1
    23.6	4.1	9.9	6.2	0.6	0.3	0.1	1.1	-7.9
CCCC(=O)Nc1nc2ccc(OC)cc2s1
    -3.8	-0.7	2.3	0.5	1.4	2.9	1.0	-0.1	-4.6
Cn1c(=O)c2c(ncn2CC(=O)O)n(C)c1=O
    /	0.6	-0.9	-0.7	/	3.3	/	-0.1	1.6
